Screening data: PubChem, Johns Hopkins Ion Channel Center
CHT PAM = CHT positive allosteric modulators, primary screen, cell-based, membrane potential dye, choline EC20. High affinity choline transporter 1 (Homo sapiens), Q9GZV3. CHT-expressing cells; stronger effect = higher value; LV-AA mutant CHT in HEK293 cells. B-score at 10 µM. 310,000 compounds, 0.49% hits. AID 488977, 2010;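 active = initial fluorescence not abnormally high and integrated response B-score, plate-corrected, over 3 SD above library mean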
Target sequence (Q9GZV3 whole entry, looked up): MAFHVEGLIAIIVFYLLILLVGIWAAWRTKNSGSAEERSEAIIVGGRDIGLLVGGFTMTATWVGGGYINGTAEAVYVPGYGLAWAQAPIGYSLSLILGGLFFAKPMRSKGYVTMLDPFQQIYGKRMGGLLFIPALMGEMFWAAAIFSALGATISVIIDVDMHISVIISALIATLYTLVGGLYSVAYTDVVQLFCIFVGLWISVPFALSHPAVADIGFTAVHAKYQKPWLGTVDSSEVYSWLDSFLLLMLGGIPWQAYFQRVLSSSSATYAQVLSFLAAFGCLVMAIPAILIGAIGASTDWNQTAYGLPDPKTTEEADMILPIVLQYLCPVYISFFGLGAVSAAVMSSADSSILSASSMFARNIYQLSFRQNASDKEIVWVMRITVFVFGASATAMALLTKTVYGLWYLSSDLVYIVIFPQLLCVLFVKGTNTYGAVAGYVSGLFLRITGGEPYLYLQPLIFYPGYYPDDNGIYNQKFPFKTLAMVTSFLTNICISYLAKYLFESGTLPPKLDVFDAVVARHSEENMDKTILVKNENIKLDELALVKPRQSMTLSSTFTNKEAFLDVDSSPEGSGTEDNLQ
CHT block = inhibitors of human choline transporter CHT | High affinity choline transporter 1 (Homo sapiens), Q9GZV3 | CHT-expressing cells, membrane potential dye, choline response; stronger effect = lower value | B-score at 10 µM | 310,000 compounds, 0.86% hits | AID 488975, 2010;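 active = B-score over 3 SD under the library average, and starting fluorescence ratio not unusually high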;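 also: choline stimulus applied at its EC90 after an EC20 pre-addition; B-score computed on integrated fluorescence ratio after choline addition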
An asterisk follows results filed as active; i = inactive. Compounds were not picked by outcome. Share with any hit: about 1.4%.

smiles,CHT PAM,CHT block
N#Cc1c(SCC(=O)Nc2ccccc2C(F)(F)F)sc2c(O)cc(=O)[nH]c12,i,i
Nc1nnnn1/N=C/c1cccs1,i,i
COc1ccc(Cl)cc1N(CC(=O)N1CCN(Cc2ccccc2)CC1)S(C)(=O)=O,i,i
CC(=O)NCC(=O)NC1(C(=O)NC2CCCC2)CCCCC1,i,i
Cc1ccc(N=Nc2ccc(O)cc2)c(Br)c1,i,i
CCOC(=O)c1c(NC(=O)C2Cc3ccccc3C(=O)O2)sc2c1CCCC2 (centres undefined),i,i
COc1cc(C)c(Cl)cc1S(=O)(=O)NCCCN1CCOCC1,i,i
Cc1csc(NC(=O)Cc2nn(C)c(=O)c3ccccc23)n1,i,i
Cc1ccc(C(=O)NNC(=O)CCCCC(=O)NNC(=O)c2ccc(C)cc2)cc1,i,i
CCOc1cc(N2CCOCC2)c(OCC)cc1NC(=O)c1ccccc1C,i,i
CCNc1nc(Cl)nc(NNC(=O)C(C)Oc2ccccc2)n1 (centres undefined),i,i
CC(CCc1ccccc1)NC(=O)c1cccnc1 (centres undefined),i,i
O=C(NCc1ccc2c(c1)OCO2)C1CCN(S(=O)(=O)N2CCOCC2)CC1,i,i
O=C(Nc1cccc(NC(=S)NC(=O)c2cccs2)c1)c1ccccc1,i,i
COc1ccccc1NC(=O)NNC(=O)CCN1CCOCC1,i,i
Cc1c(C(=O)NCc2ccc3c(c2)OCO3)oc2ccc(S(=O)(=O)N3CCCCC3)cc12,i,i
CC(C)C[C@H](NC(=O)c1[nH]cnc1C(=O)N[C@@H](C)C(=O)OC(C)(C)C)C(=O)OCc1ccccc1,i,i
C=CCn1c(=O)c2ccccc2n2c(SCC(=O)NC)nnc12,i,i
Cc1ccc(Cn2nnnc2CN2CCC(O)(c3cccnc3)CC2)cc1,i,i
Cn1c(CNC(=O)c2ccccc2F)nnc1SCC(=O)Nc1nncs1,i,i
COc1ccc2c(c1OC)C(=O)N(c1nccs1)C2,i,i
Cn1c(=O)cc(OCC(=O)NCCc2ccc(Cl)cc2)c2ccccc21,i,i
O=C(CCSc1ccccn1)c1ccccc1,i,i
CCC(C)NC(=O)Nc1ccccc1F (centres undefined),i,i
NS(=O)(=O)c1ccc(CNC(=O)Cc2ccccc2F)cc1,i,i
CC(C)=NNc1cc([N+](=O)[O-])cc2c1C(=O)N(C)S2=O (centres undefined),i,i
Cc1cc(C)c(C)c(OCCCCn2cnc3ccccc3c2=O)c1,i,i
COC(CNC(=O)CN1C(=O)COc2ccc(S(=O)(=O)N3CCOCC3)cc21)OC,i,i
CCOC(=O)c1c(-c2ccccc2Cl)csc1NC(=O)CSc1nc(C)cc(=O)[nH]1,i,i
Clc1cccc(CN2CCSCC2)c1Cl,i,i
Cc1nn(Cc2ccc(Cl)c(Cl)c2)c(C)c1NC(=O)c1cc(-c2ccc3c(c2)OCO3)on1,i,i
O=C(CSc1nc2c(cnn2-c2ccc(F)cc2)c(=O)[nH]1)N1CCCCC1,i,i
Cc1ccc(C)c(OCCCC(=O)O)c1,i,i
O=C(CCS(=O)(=O)c1ccccc1)Nc1ccc2c(c1)OCO2,i,i
CC1(C)Cc2c(sc(NC(=O)C(=O)N3CCCCC3)c2C(N)=O)CO1,i,i
Cc1ccc(S(=O)(=O)N2CCC(C(=O)N3CCC(C(=O)NCC4CCCO4)CC3)CC2)cc1 (centres undefined),i,i
CC(=O)OCCNc1cc(SC(C)C)c2nonc2c1[N+](=O)[O-],i,i
O=C(NC(=S)NCc1ccccc1)c1cccs1,i,i
Cc1noc(C)c1S(=O)(=O)N1CCC(C(=O)c2ccccc2)CC1,i,i
CCCCNc1ncnc2c1cnn2-c1ccc(Cl)cc1,i,i
Cc1cc(Cl)c2ccccc2n1,i,i
Cn1ncc(Cl)c1C(=O)NNC(=O)Nc1cccc2ccccc12,i,i
O=C(Nc1ccc2nc(-c3ccco3)[nH]c2c1)c1cccs1,i,i
O=C(CCCOc1ccccc1)Nc1nnc(C2CCCO2)s1 (centres undefined),i,i
COc1ccc(CC(=O)N/N=C/c2ccc(Cl)s2)cc1OC,i,i

Sorted by heavy-atom count (descending): three of the compounds above
smiles,CHT PAM,CHT block
CC1(C)Cc2c(sc(NC(=O)C(=O)N3CCCCC3)c2C(N)=O)CO1,i,i
CC(=O)OCCNc1cc(SC(C)C)c2nonc2c1[N+](=O)[O-],i,i
COc1ccc(CC(=O)N/N=C/c2ccc(Cl)s2)cc1OC,i,i

(list continues)
smiles,CHT PAM,CHT block
Cc1ccc(SCC(=O)Nc2ccc(C(=O)Nc3ccc(O)cc3)cc2)cc1,i,i
Cc1ccc(C)c(S(=O)(=O)Nc2ccc(C(=O)NCCCN3CCOCC3)cc2)c1,i,i
COc1ccc(OC)c2c1CC(C)(C)NC2=O,i,i
CCCCCCOC(=O)c1ccc(N)cc1,i,i
Cc1nc(-c2cccnc2)sc1C(=O)Nc1ccc(F)cc1F,i,i
Cc1onc(-c2c(Cl)cccc2Cl)c1NC(=O)N1CCSCC1,i,i
OCCC#Cc1ccc(CN2CCN(C3CCCCC3)C(CCO)C2)cc1 (centres undefined),i,i
Cc1c(Cc2ccccc2)sc(N)c1C(N)=O,i,i
CCOC(=O)C1=C(CS(=O)(=O)c2ccc(F)c(C)c2)NC(=O)NC1c1ccc(O)c(O)c1 (centres undefined),i,i
O=C(CSc1nc2cc(Cl)ccc2s1)NCc1ccc2c(c1)OCO2,i,i
Cc1ccn2cc(-c3cccc(NC(=O)CCC(=O)O)c3)nc2c1,i,i
CCCc1cc(C(=O)OC)c(NC(=O)CCCC(=O)O)s1,i,i
Cc1sc(NC(=O)Cn2cnnn2)nc1-c1ccc(Cl)cc1,i,i
Cn1ccnc1Sc1nnnn1-c1ccccc1,i,i
NC1=NC(=O)C2(COC(c3ccncc3)OC2)S1 (centres undefined),i,i
Cc1ccc(/C=C2\SC(=S)N(NS(=O)(=O)c3ccc(C)cc3)C2=O)cc1,i,i
COc1cccc(CN2CCNC(=O)C2CC(=O)NC2Cc3ccccc3C2)c1 (centres undefined),i,i
Cc1c(C(=O)NCc2ccc3c(c2)OCO3)oc2ccc(Br)cc12,i,i
NC(=O)C1CCCN1S(=O)(=O)c1ccc2ccccc2c1 (centres undefined),i,i
O=C(CC(Nc1ccccc1)c1ccccc1)C1CC1 (centres undefined),i,i
CCCCNC(=O)CN1C(=O)COc2ccc(S(=O)(=O)N3CCCCCC3)cc21,i,i
CC(=O)Nc1ccc(S(=O)(=O)Nc2ccccc2C(=O)N2CCCCC2)cc1,i,i
O=C(Nc1nc2c(Cl)c(Cl)ccc2s1)C1CC1,i,i
Cc1ccc(CNC(=O)C(=O)NCCC2CCCCN2S(=O)(=O)c2ccc(C)cc2)cc1 (centres undefined),i,i
O=C(O)c1ccc(-c2nnc(-c3cccc(Br)c3)o2)cc1,i,i
Cc1ccc(OCc2ccc(C(=O)O)o2)c([N+](=O)[O-])c1,i,i
CC(C)C(c1nnnn1Cc1ccco1)N1CCN(c2cccc(Cl)c2)CC1 (centres undefined),i,i
O=c1c([N+](=O)[O-])cccn1Cc1ccccc1Cl,i,i
O=C1CCc2cc(S(=O)(=O)N3CCN(c4ccccc4F)CC3)ccc2N1,i,i
Cc1ccc(S(=O)(=O)N2CCCN(c3nc4cc(C)ccc4cc3C#N)CC2)cc1,i,i
O=C(COc1ccccc1-c1ccccc1)Nc1ccc(S(=O)(=O)NCc2ccco2)cc1,i,i
C#CCSc1nnc(-c2ccc(OC)cc2)o1,i,i
Cc1c(C(=O)O)nnn1-c1nonc1N,i,i
O=C(C1CC(=O)N(c2ccccc2)C1)N1CCCCCC1 (centres undefined),i,i
CC(C)(C)c1ccc(OCCOc2ccc(C(C)(C)C)cc2NC=O)c(NC=O)c1,i,i
O=C(CN(c1ccc2c(c1)OCCO2)S(=O)(=O)c1ccccc1)N1CCN(Cc2ccccc2)CC1,i,i
CS(=O)(=O)c1ccc(C(=O)OCC(=O)N(CCc2ccccc2)Cc2ccccc2)cc1,i,i
O=C(c1cccnc1)c1ncc(C(F)(F)F)cc1Cl,i,i
CCn1c(=NC(=O)CCS(=O)(=O)c2ccccc2)sc2cccc(OC)c21,i,i
CCn1cnc2c1c(=O)n(Cc1cccc(Br)c1)c(=O)n2Cc1ccccc1,i,i
O=C(CN1CCN(c2ccc([N+](=O)[O-])cc2)CC1)Nc1nccs1,i,i
Cc1cc(C(=O)NC2CCCc3c2cnn3-c2ccccc2F)nc(C)n1 (centres undefined),i,i
N#Cc1cc(-c2ccccc2)[nH]c1-c1nccc2ccccc12,i,i
CC1CCC(C(C)C)C(OC(=O)CSc2nc(N)cc(=O)[nH]2)C1 (centres undefined),i,i
O=C(NCc1cccs1)c1cc2c(s1)CS(=O)(=O)C2,i,i

Carrying on:
| SMILES | CHT PAM | CHT block |
| --- | --- | --- |
| COc1ccc(-c2cc(C(=O)N3CCC3)c3ccccc3n2)cc1OC | i | i |
| Cc1c(-c2ccccc2)[n+](=O)c(-c2ccc(Br)cc2)c(C)n1[O-] | i | i |
| [N-]=[N+]=NCC/C=C\C1NS(=O)(=O)OCC1O (centres undefined) | i | i |
| CCNC(=S)N/N=C/c1cccc(C)c1 | i | i |
| Cc1ccc(-c2c3c(=O)n(C)c(=O)n(C)c3cn2CCCN2CCOCC2)cc1 | 8.1* | i |
| CCOC(=O)N1CCC(n2c(SCC(=O)NCCC3=CCCCC3)nc3ccccc3c2=O)CC1 | i | i |
| CC(C)c1ccc(S(=O)(=O)N2CCN(C(=S)NCc3ccco3)CC2)cc1 | i | i |
| COc1ccc(-c2csc(-c3cc4ccccc4oc3=N)n2)cc1 | i | i |
| Cc1cc([N+](=O)[O-])ccc1NCc1ccc2c(c1)OCCO2 | i | i |
| COc1cccc(CN2CCSCC2)c1OC | i | i |
| COc1ccc(OC(C)C(=O)N2CCC(C)CC2)cc1 (centres undefined) | i | i |
| FC(F)(F)c1ccc(C2[C@H]3CN(Cc4cccnc4)[C@H](c4ccccc4)C34CC2(c2cccnc2)C4)cc1 (some centres undefined) | i | i |
| COc1ccc(C(=O)N2CCC(C(=O)c3c(C)cc(C)cc3C)CC2)cc1 | i | i |
| Cn1cc(S(=O)(=O)N2CCCC2)cc1C(=O)NCCc1ccccc1 | i | i |
| CC(=O)Nc1nc2ccccc2n1CCOc1ccccc1Cl | i | i |
| O=c1ccc2cc(S(=O)(=O)N3CCN(c4ccccc4)CC3)ccc2o1 | i | i |
| C=CC[N+]1(CC(=O)NCc2ccc(NC(C)=O)cc2)CCOCC1 | i | i |
| CCOC(=O)N1CCN(C/C(Cl)=C/c2ccccc2)CC1 | i | i |
| O=C(Cn1nnc2ccccc21)OCC(=O)c1ccc(F)cc1 | i | i |
| CCC(C)NC(=O)c1ccccc1NC(=O)c1ccccc1N(C)S(C)(=O)=O (centres undefined) | i | i |
| Cn1cnc([N+](=O)[O-])c1NCc1ccccc1 | i | i |
| Cc1ccc(S(=O)(=O)N(C)C)cc1NC(=O)COC(=O)c1ccc(Cl)cc1 | i | i |
| COC(=O)c1ccc(NC(=O)C(=O)c2cn(CC(=O)N3CCOCC3)c3ccccc23)cc1 | i | i |
| O=C(c1ccco1)N1CCN(Cc2cccc3ccccc23)CC1 | i | i |
| CCSc1ccccc1C(=O)NCc1ccc(S(N)(=O)=O)cc1 | i | i |
| O=C1CC(C(=O)Nc2ccccc2C(=O)O)C(c2ccccc2)O1 (centres undefined) | i | i |
| O=C(CCC(=O)N(c1ccccc1)C(C(=O)NC1CCCC1)c1ccncc1)Nc1cccnc1 (centres undefined) | i | i |
| CNC(=O)CSc1nc2cc(S(=O)(=O)Nc3ccccc3OC)ccc2o1 | i | i |
| COc1ccc(C(=O)N2CCCC(Nc3ccc(C)c(C)c3)C2)cc1 (centres undefined) | i | i |
| COc1ccc(C2(O)CCN(CCCCOc3ccccc3)CC2)cc1 | i | i |
| O=C(c1cccc(Cl)c1)N1CCCC(c2ccc(Cl)cc2)=N1 | i | i |
| O=C(c1ccco1)N1CCN(C(=O)C2CCCN(S(=O)(=O)c3cccc4nsnc34)C2)CC1 (centres undefined) | i | i |

Four entries from above in a different format:
> CNC(=O)CSc1nc2cc(S(=O)(=O)Nc3ccccc3OC)ccc2o1
  CHT PAM: i
  CHT block: i
> COc1ccc(C(=O)N2CCCC(Nc3ccc(C)c(C)c3)C2)cc1 (centres undefined)
  CHT PAM: i
  CHT block: i
> COc1ccc(C2(O)CCN(CCCCOc3ccccc3)CC2)cc1
  CHT PAM: i
  CHT block: i
> O=C(c1cccc(Cl)c1)N1CCCC(c2ccc(Cl)cc2)=N1
  CHT PAM: i
  CHT block: i

(cont.)
| SMILES | CHT PAM | CHT block |
| --- | --- | --- |
| O=C(CC1SC(=Nc2cccc3ccccc23)N(Cc2ccccn2)C1=O)Nc1ccccc1Br (centres undefined) | i | i |
| Cc1ccc(OCCN2CCN(C)CC2)c([N+](=O)[O-])c1 | i | i |
| CC1CCN(C(=O)CN2C(=O)C(=O)c3ccccc32)CC1 | i | i |
| Cc1ccc(-n2ncc3c(=O)n(CC(=O)N(C(C)C)C(C)C)cnc32)cc1 | i | i |
| Cc1nc2c(n1C1CCCCC1)C(=O)c1ccccc1C2=O | i | i |
| O=C(N/N=C/C(Br)=C/c1ccccc1)c1cc(-c2ccco2)[nH]n1 | i | i |
| COc1ccc(-c2nn(-c3ccccc3)cc2C(=O)Nc2nc(CC(C)=O)ns2)cc1 | i | i |
| CCOC(=O)C1CCCN(C(=O)c2cc(-c3ccc(F)cc3)nc3ccccc23)C1 (centres undefined) | i | i |
| CN1CCN(C2=C(Cl)C(=O)N(c3ccc(Cl)cc3)C2=O)CC1 | i | i |
